Source: PubChem
TRb-SRC2 inh = qHTS for Inhibitors of the Interaction of Thyroid Hormone Receptor and Steroid Receptor Coregulator 2; hit rate 0.065% among 280,000; TRbeta-SRC2 peptide binding, fluorescence polarization; receptor liganded with 1 µM T3; Potency, µM (doses to about 106 µM), inactives show at the top dose activity change, negative = inhibition, usual class: inhibitors;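 further: potency means the concentration at half of the fitted maximal effect; plate controls were bound peptide for no effect and peptide without receptor for full effect; nearly all actives have a fitted effect of over 50% in size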
Target sequence (P10828 whole entry, looked up): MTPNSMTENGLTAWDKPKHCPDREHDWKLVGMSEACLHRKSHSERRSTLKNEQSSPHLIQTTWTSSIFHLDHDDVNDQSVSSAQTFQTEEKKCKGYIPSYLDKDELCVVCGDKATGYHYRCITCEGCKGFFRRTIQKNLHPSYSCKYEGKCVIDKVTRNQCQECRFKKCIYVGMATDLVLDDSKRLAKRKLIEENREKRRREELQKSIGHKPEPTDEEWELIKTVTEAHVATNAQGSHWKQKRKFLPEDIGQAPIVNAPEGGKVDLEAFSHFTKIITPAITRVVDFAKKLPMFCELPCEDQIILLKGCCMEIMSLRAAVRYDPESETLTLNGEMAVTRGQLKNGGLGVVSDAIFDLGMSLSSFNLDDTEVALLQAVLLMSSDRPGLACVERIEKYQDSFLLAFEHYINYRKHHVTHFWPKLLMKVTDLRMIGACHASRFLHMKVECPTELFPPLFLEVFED
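A fluorescence polarization screen tested compounds at multiple concentrations against complex formation between 0.6 uM TRb ligand-binding domain and 20 nM Texas Red SRC2 peptide, with 1 uM T3 present; readout after 5 hr.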
Tau fluor cs = Counterscreen qHTS for Inhibitors of Tau Fibril Formation, Fluorescence Polarization | tau K18 P301L (four-repeat tau fragment) Alexa594 fluorescence, heparin fibrillization | Potency, µM (titrated, usually from 57.7 µM), inactives show top-dose activity change, negative = decrease | hit rate 0.93% among 280,000; further: potency means the concentration at half of the fitted maximal effect; on the % scale 0 is the no-effect control and ±100 the full control effect; nearly all actives have a fitted effect of over 55% in size
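Human K18 P301L tau (15 uM unlabeled plus 0.24 uM Alexa 594-labeled, final) in 100 mM sodium acetate pH 7 was mixed with compound and 20 uM heparin and incubated 6 hr at 37 C.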
Epigenetic reg = Quantitative High-Throughput Screen for Regulators of Epigenetic Control; murine LDR cells, GFP reporter derepression, 30 h; Potency, µM (top dose mostly 53.9 µM), for inactives: at the highest dose GFP activation, most hits filed as activators; hit rate 0.2% among 280,000; further: potency means the concentration at half of the fitted maximal effect; % of control where 0% means no effect; nearly all actives have a fitted effect of over 60% in size
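Readout is the number of GFP-expressing murine LDR cells, counted by cytometry following washing. Cells were treated with compound for 30 h at 37 C; the stably integrated CMV-GFP locus is normally silent.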
TR SRC2 fluor cs = Total Fluorescence Counterscreen for Inhibitors of the Interaction of Thyroid Hormone Receptor and Steroid Receptor Coregulator 2 | Potency, µM (top dose mostly 106 µM), for inactives: at the top dose fluorescence change, negative = quenching | TRb/SRC2 Texas Red total fluorescence interference | hit rate 0.29% among 280,000; active means well fitted curve in either direction with a large enough effect; inconclusive means small, poorly fitted or top-dose-only effect; further: potency means the concentration at half of the fitted maximal effect; on the % scale 0 is the no-effect control and ±100 the full control effect
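Human TRβ ligand-binding domain (0.6 uM) and Texas Red SRC2 peptide (20 nM) in Tris buffer with 1 uM T3 and 5% DMSO were incubated with pinned compound for 5 hr at ambient temperature. Total fluorescence was computed as S + 2P (555/632 nm).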
Tau fibril FP = qHTS for Inhibitors of Tau Fibril Formation, Fluorescence Polarization; Microtubule-associated protein tau (Homo sapiens), P10636; K18 P301L tau heparin fibrillization, Alexa594 FP, 6 h; Potency, µM (series often up to 57.7 µM), inactives show at the top dose activity, negative = inhibition, most hits filed as inhibitors; hit rate 0.39% among 280,000; AID 1468, 2008; further: potency means the concentration at half of the fitted maximal effect; on the % scale 0 is the no-effect control and ±100 the full control effect; nearly all actives have a fitted effect of over 55% in size
Target sequence (P10636 561-689 P618L limits assumed): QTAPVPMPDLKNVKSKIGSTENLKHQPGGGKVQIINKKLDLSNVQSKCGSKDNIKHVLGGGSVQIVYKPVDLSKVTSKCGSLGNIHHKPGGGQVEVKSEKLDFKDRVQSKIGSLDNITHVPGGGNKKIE
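Steps: dispense K18 P301L tau (15 uM plus 0.24 uM Alexa 594 tracer, final) in pH 7 sodium acetate; add compound; add heparin (20 uM final); incubate 6 hr, 37 C; add ThT (30 uM final); after 1 hr ambient, read FP.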
CBFb-RUNX1 inh = qHTS Assay for Compounds Blocking the Interaction Between CBF-beta and RUNX1 for the Treatment of Acute Myeloid Leukemia. Runt-related transcription factor 1 (Homo sapiens) + Core-binding factor subunit beta …. AlphaScreen CBFb-His/RUNX1-biotin binding, biochemical. Potency, µM (titrated, usually from 59.8 µM), inactives show at the top dose activity, negative = inhibition, usual class: inhibitors. 230,000 tested, under 10 active. AID 1477, 2009; further: % of control where 0% means no effect
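His-tagged CBF-beta and biotinylated RUNX1 (30 nM each) were premixed 20 min at room temperature, exposed to compound for 15 min, then given nickel-chelate and streptavidin AlphaScreen beads (50 ng each). After 90 min, AlphaScreen signal was read.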
NPSR antag = qHTS Assay for Antagonists of the Neuropeptide S Receptor: cAMP Signal Transduction; Q6W5P4; CHO-NPSR cells, cAMP TR-FRET, antagonist mode; Potency, µM (doses to about 38.3 µM), for inactives: at the top dose activity change, negative = inhibition, hits mostly inhibitors; hit rate 1% among 220,000; further: potency means the concentration at half of the fitted maximal effect; on the % scale 0 is the no-effect control and ±100 the full control effect; nearly all actives have a fitted effect of over 50% in size; many of its hits are not listed in these tables
Target sequence (Q6W5P4 whole entry, looked up): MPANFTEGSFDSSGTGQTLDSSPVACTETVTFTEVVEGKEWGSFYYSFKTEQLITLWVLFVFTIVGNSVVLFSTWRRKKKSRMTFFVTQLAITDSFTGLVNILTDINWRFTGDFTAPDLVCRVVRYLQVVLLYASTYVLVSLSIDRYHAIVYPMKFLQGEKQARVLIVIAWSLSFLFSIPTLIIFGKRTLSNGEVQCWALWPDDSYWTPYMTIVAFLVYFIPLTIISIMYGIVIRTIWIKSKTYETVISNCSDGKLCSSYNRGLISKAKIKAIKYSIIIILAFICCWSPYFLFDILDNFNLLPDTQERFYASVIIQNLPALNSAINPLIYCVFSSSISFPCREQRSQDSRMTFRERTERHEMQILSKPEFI
aGal spleen mod = qHTS Assay for Inhibitors and Activators of Human alpha-Galactosidase From Spleen Homogenate | human spleen homogenate, 4MU-alpha-Gal fluorescence, 40 min | Potency, µM (titrated, usually from 80 µM), for the others: top-dose activity change, negative = inhibition, usual class: inhibitors | Alpha-galactosidase A (Homo sapiens), P06280 | hit rate 0.008% among 240,000 | AID 2107, 2009;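 further: potency means the concentration at half of the fitted maximal effect; 0% = enzyme with vehicle and -100% = no enzyme basal signal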
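Inhibition or activation of alpha-galactosidase in human spleen homogenate is scored by 4-MU fluorescence after 40 min at 37C, pH 5.0, with 1 mM substrate. AC50s come from concentration-response fitted to the Hill equation.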
* hit, by the source's call; ? = inconclusive; · = no result given; & = joins results of further samples; [ ] = remark or other dose. Unless noted, the call rests on the fitted dose curve; in most records, active means well fitted curve in the direction sought with a large enough effect; inconclusive means small, poorly fitted or top-dose-only effect, or another doubt; inactive means no such curve, though single readings can be large; an effect the other way counts as inactive or inconclusive. This is a subset; count on the stated rates, not on these rows.

SMILES,TR SRC2 fluor cs,aGal spleen mod,TRb-SRC2 inh,CBFb-RUNX1 inh,Epigenetic reg,Tau fluor cs,NPSR antag,Tau fibril FP
Cc1ccc(S(=O)(=O)Oc2cccc(/C=N/n3cnnc3)c2)cc1,1.2%,2.9%,-7.3%,9.8%,-0.9%,-5.8%,-3.8%,-8.6%
CN(C)c1ccccc1C(=O)c1ccccc1N(C)C,0.5%,5.0%,4.2%,-12.7%,-1.0%,?,-18.6%[46.1 µM],9.6%
O=C(Nc1ccc(N2CCN(C(=O)c3ccc(Cl)cc3)CC2)cc1)c1cccnc1,0.4%,4.1%,-6.7%,-4.5%,-1.6%,-19.5%,-13.5%[46.1 µM],?
Cc1ccccc1-c1nnn(CC(=O)N2CCN(S(=O)(=O)c3ccc(Cl)cc3)CC2)n1,-3.7%,4.8%,6.4%,-3.2%,0.0%,-21.3%,-6.8%[46.1 µM],-2.2%
Oc1ccc(CNc2ccccc2O)cc1,6.4%,-1.8%,?,-25.6%,-4.8%,17.8µM*[quencher],-6.9%[46.1 µM],?
CN(C)c1ccc(NC(=O)CN2CCC(N3CCCCC3)CC2)cc1,0.9%,0.2%,-12.4%,-1.4%,0.4%,-0.2%,-23.5%[46.1 µM],-2.6%
Cc1ccc(F)cc1NC(=O)CN1CCN(c2ccccn2)CC1,-4.3%,7.0%,4.1%,-10.7%,-1.1%,5.6%,-3.4%,4.7%
Cc1cccc(C)c1NC(=O)CNC(=O)Cc1ccc(Br)cc1,-0.4%,6.2%,-2.8%,0.3%,1.1%,4.2%,2.5%,4.0%
COC(=O)Cn1c(=NC(=O)C(C)C)sc2c(C)cc(C)cc21,-1.7%,2.4%,-12.5%,10.5%,0.1%,-1.7%,-20.0%[46.1 µM],-0.9%
Cc1cc(C)n(Cc2ccc(Cl)c(Cl)c2)c(=O)c1S(=O)(=O)c1ccccc1,0.1%,-5.6%,-3.3%,12.4%,-5.1%,-8.0%,-7.6%[46.1 µM],5.2%

Further structures
SMILES,TR SRC2 fluor cs,aGal spleen mod,TRb-SRC2 inh,CBFb-RUNX1 inh,Epigenetic reg,Tau fluor cs,NPSR antag,Tau fibril FP
CCC(=O)N1CCCc2cc(S(=O)(=O)N3CCCc4ccccc43)ccc21,0.4%,8.5%,-7.6%,8.4%,-1.1%,-10.3%,?,9.6%
CCOc1ccc(Nc2nc(Cl)nc(N3CCN(c4ccc(OC)cc4)CC3)n2)cc1,0.1%,1.9%,1.7%,?,0.0%,?,-25.6%,11.1%
COc1ccc(C)cc1NC(=O)C(Sc1nnc(-c2ccncc2)n1-c1ccc(Cl)cc1)c1ccccc1 (stereo not given),-6.5%,-0.1%,-8.3%,-3.4%,0.0%,-11.7%,-28.4%[46.1 µM],2.4%
NC(=O)C1CCN(C(=O)c2cccc(S(=O)(=O)N3CCc4ccccc4C3)c2)CC1,-0.6%,-5.1%,-5.6%,1.6%,4.8%,3.8%,1.0%,0.4%
Cc1ccc(N2CN=c3s/c(=C\c4cccnc4)c(=O)n3C2)cc1,-2.0%,18.6%,0.7%,1.4%,0.0%,-2.2%,-0.1%[46.1 µM],-1.7%
CN(CCCNC(=O)c1cccn2c(=O)c3ccccc3nc12)Cc1ccccc1,-0.9%,4.2%,0.0%,6.8%,0.0%,-2.8%,-11.3%[46.1 µM],-3.1%
CCOC(=O)Cc1csc(NS(=O)(=O)c2ccc(OC)cc2)n1,1.0%,-3.3%,1.8%,-2.6%,-2.2%,-7.5%,-7.4%,3.9%
COc1ccc(Cn2c(-c3ccc(Br)cc3)c[n+]3ccccc23)cc1,-12.6%,-10.5%,4.7%,-3.4%,0.0%,-3.8%,1.9%,0.6%
COc1cccc(NC(=O)c2ccc(S(=O)(=O)N(C)C)cc2)c1,1.5%,3.2%,-4.2%,2.3%,-4.5%,-3.4%,-1.0%,-2.1%
CCOC(=O)c1ccccc1NC(=O)Cn1cc(C(=O)c2cccc(OC)c2)c(=O)c2ccc(C)nc21,-1.4%,·,-2.1%,·,13.2%,5.7%,·,8.6%

Remaining list, next part.
SMILES,TR SRC2 fluor cs,aGal spleen mod,TRb-SRC2 inh,CBFb-RUNX1 inh,Epigenetic reg,Tau fluor cs,NPSR antag,Tau fibril FP
Cc1cc(C)cc(NC(=O)N2CCC(CN3CCOCC3)CC2)c1,?,·,-3.9%,·,-1.2%,-0.2%,·,1.8%
O=C1C[C@@H](O)[C@@H](O)[C@H]2[C@@H]3C(=O)N(c4cccc(Oc5ccccc5)c4)C(=O)[C@@H]3CC[C@H]12,?,-15.7%&9.8%[17.5 µM],-4.0%&1.8%[11.2 µM],5.1%&7.5%[13.1 µM],0.0%&2.2%[10.1 µM],-3.1%&-8.7%[11.6 µM],·,-5.5%&-1.2%[11.6 µM]
CCOc1ccc(/C(O)=C2/C(=O)C(=O)N(CC3CCCO3)C2c2ccco2)cc1 (stereo not given),-1.9%,1.5%,-6.5%,5.1%,-0.1%,3.9%,-0.4%[46.1 µM],0.3%
COc1ccc(NC(=O)Cn2c(=O)oc3cc(S(=O)(=O)N4CCCCC4C)ccc32)cc1 (stereo not given),4.3%,·,-4.2%,·,-0.2%,-13.4%,·,-3.9%
COC(=O)c1ccc2ncccc2c1,-3.3%,4.6%,-13.9%,6.0%,3.2%,-2.7%,-4.1%[46.1 µM],1.1%
CC(C)CNS(=O)(=O)c1ccc(N2CCCCS2(=O)=O)cc1,-1.4%,·,-7.8%,·,-4.0%,4.6%,·,-0.8%
Cc1cccc(NC(=O)c2c(C)nn(-c3ccccc3)c2Cl)c1,-1.6%,1.8%,8.0%,10.8%,-1.7%,-7.5%,-22.5%,3.9%
Cc1cccc(C(=O)Nc2ccccc2-c2nc(-c3ccccc3)no2)c1,-1.1%,·,7.2%,·,-3.6%,-16.8%,·,-2.2%
Cc1cc(NC(=O)COn2nnc3ccc(S(C)(=O)=O)cc32)ccc1Br,0.2%,-6.2%,-4.0%,8.7%,7.3%,?,-17.5%,-9.0%
Cc1cc(F)ccc1S(=O)(=O)N(C(=O)c1ccncc1)c1ccc(OC(=O)c2ccncc2)cc1,0.8%,7.3%,-1.9%,7.5%,0.6%,-11.3%,-5.0%,8.3%

By substructure, the entries above with two or more sulfur atoms.
SMILES,TR SRC2 fluor cs,aGal spleen mod,TRb-SRC2 inh,CBFb-RUNX1 inh,Epigenetic reg,Tau fluor cs,NPSR antag,Tau fibril FP
CCOC(=O)Cc1csc(NS(=O)(=O)c2ccc(OC)cc2)n1,1.0%,-3.3%,1.8%,-2.6%,-2.2%,-7.5%,-7.4%,3.9%
CC(C)CNS(=O)(=O)c1ccc(N2CCCCS2(=O)=O)cc1,-1.4%,·,-7.8%,·,-4.0%,4.6%,·,-0.8%

Further records:
SMILES,TR SRC2 fluor cs,aGal spleen mod,TRb-SRC2 inh,CBFb-RUNX1 inh,Epigenetic reg,Tau fluor cs,NPSR antag,Tau fibril FP
Cc1ccc(NC(=O)c2ccc(S(=O)(=O)N3CCCCC3)cc2)cc1,-5.1%,0.8%,-8.2%,5.4%,-0.9%,-14.3%,-7.5%[46.1 µM],-12.1%
COc1cc(C(=O)N2CCN(Cc3ccccc3C(F)(F)F)CC2)cc(OC)c1OC,0.9%,-10.3%,7.4%,-1.6%,-1.9%,0.8%,-28.8%[46.1 µM],6.8%
O=C(N/N=C/CCc1ccccc1)C1CCCCC1,-5.1%,-19.2%,-4.5%,-4.2%,-3.2%,-3.9%,14.0%,10.0%
CC(=O)c1cccc(NC(=O)NC(C)C2CCCO2)c1 (stereo not given),0.4%,9.9%,11.9%,1.2%,-1.9%,3.3%,-17.2%[46.1 µM],-1.5%
COc1ccc(N(C)C(=O)C2CCN(S(=O)(=O)c3cc(Br)cc4c3N(C(C)=O)CC4)CC2)cc1,0.4%,·,9.3%,·,-0.1%,-10.3%,·,1.1%
Cc1cccc(NC(=O)C(=O)c2cc(C)n(-c3ccccc3)c2C)c1C,-0.7%,·,-4.5%,·,-4.5%,-10.9%,·,-3.3%
O=C1c2cccc3c([N+](=O)[O-])c(O)cc(c23)C(=O)N1Nc1ccccc1,-1.5%,4.9%,3.8%,-2.8%,3.2%,-27.6%,-35.2%,4.3%
CC(C)(C)n1nnnc1C(c1ccncc1)N1CCN(C2CCCCC2)CC1 (stereo not given),-3.2%,3.4%,-3.9%,5.8%,-1.1%,3.2%,?,2.0%
CC(NC(=O)NC1CCCCC1)c1ccc2c(c1)OCO2 (stereo not given),-0.1%,6.4%,4.7%,-2.5%,-2.3%,-1.3%,5.9%,1.6%
COc1ccc(NC(=O)NC2CC3CCCC(C2)N3Cc2ccccc2)cc1 (stereo not given),-3.3%,-1.8%,1.0%,-1.6%,0.8%,0.5%,-12.6%[46.1 µM],-1.2%
Cc1ccc(C(c2nnnn2CC2CCCO2)N2CCN(Cc3ccccc3)CC2)cc1 (stereo not given),-0.1%,-6.4%,-1.8%,-11.2%,-1.1%,8.4%[2.34 µM],0.7%,7.3%[2.34 µM]

Compounds listed so far that contain fluorine, in the order listed:
SMILES,TR SRC2 fluor cs,aGal spleen mod,TRb-SRC2 inh,CBFb-RUNX1 inh,Epigenetic reg,Tau fluor cs,NPSR antag,Tau fibril FP
Cc1ccc(F)cc1NC(=O)CN1CCN(c2ccccn2)CC1,-4.3%,7.0%,4.1%,-10.7%,-1.1%,5.6%,-3.4%,4.7%
Cc1cc(F)ccc1S(=O)(=O)N(C(=O)c1ccncc1)c1ccc(OC(=O)c2ccncc2)cc1,0.8%,7.3%,-1.9%,7.5%,0.6%,-11.3%,-5.0%,8.3%
COc1cc(C(=O)N2CCN(Cc3ccccc3C(F)(F)F)CC2)cc(OC)c1OC,0.9%,-10.3%,7.4%,-1.6%,-1.9%,0.8%,-28.8%[46.1 µM],6.8%
